Screening results deposited in PubChem by National Center for Advancing Translational Sciences (NCATS).
LmPK inhibitor – qHTS Assay for Inhibitors of Leishmania Mexicana Pyruvate Kinase (LmPK); Potency, µM (titrated, usually from 57.5 µM), inactives show at the highest dose activity change, negative = inhibition, usual class: inhibitors; purified LmPK, Kinase-Glo ATP luminescence, 1 h; hit rate 0.37% among 290,000; AID 1721, 2009; also: potency is read from the fitted curve at half-maximal effect
Target sequence (Q27686 whole entry, looked up): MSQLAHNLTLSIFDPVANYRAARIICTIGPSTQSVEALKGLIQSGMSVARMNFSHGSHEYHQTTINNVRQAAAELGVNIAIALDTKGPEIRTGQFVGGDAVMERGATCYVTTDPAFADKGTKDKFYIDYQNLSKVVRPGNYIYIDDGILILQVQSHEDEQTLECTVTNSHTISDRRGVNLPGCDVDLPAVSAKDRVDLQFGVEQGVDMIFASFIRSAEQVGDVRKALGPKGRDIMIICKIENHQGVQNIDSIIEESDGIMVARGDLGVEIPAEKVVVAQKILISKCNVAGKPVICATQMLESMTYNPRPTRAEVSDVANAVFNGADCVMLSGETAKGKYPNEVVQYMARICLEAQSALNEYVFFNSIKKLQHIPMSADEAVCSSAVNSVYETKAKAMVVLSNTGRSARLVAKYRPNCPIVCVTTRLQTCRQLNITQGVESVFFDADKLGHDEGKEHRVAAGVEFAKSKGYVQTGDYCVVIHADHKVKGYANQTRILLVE
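Kinase-Glo luminescence read after 1 h RT reaction of 0.1 nM LmPK with 0.5 mM PEP and 0.1 mM ADP. Activity scaled between uninhibited and enzyme-free controls.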
AmpC no deterg – qHTS Inhibitors of AmpC Beta-Lactamase (assay without detergent) | AmpC nitrocefin hydrolysis, absorbance 480 nm, 0.0001% Triton | P00811 | hit rate 0.52% among 330,000 | Potency, µM (series often up to 57.1 µM), for the others: at the top dose activity change, negative = inhibition, most hits filed as inhibitors;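 also: potency is read from the fitted curve at half-maximal effect; plate controls were no compound for no effect and no enzyme for full effect; nearly all actives have a fitted effect of over 20% in size; some results filed as inactive show a strong effect at the top dose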
Target sequence (P00811 whole entry, looked up): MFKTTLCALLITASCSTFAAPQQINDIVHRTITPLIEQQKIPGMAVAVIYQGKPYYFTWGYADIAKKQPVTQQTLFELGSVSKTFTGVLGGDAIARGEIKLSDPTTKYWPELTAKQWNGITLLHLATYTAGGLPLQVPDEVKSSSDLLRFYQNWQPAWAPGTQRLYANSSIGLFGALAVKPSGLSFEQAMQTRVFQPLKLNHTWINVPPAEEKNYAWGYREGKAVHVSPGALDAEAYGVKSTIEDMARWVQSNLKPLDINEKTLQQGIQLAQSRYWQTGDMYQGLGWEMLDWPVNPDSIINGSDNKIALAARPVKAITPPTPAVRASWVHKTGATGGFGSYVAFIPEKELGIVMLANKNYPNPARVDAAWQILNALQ
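20 mM phosphate pH 7.0 + 0.01% (detergent screen) or 0.0001% Triton X-100; 5.3 nM AmpC reagent; cpd preinc 15 min RT; nitrocefin (800 uM stock) to start; A480 q20 s × 4 min; Activity was normalised to no-enzyme and no-compound control wells.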
AMA1-RON2 inh – qHTS for Inhibitors of AMA1-RON; Towards Development of Antimalarial Drug Lead: Primary Screen | Plasmodium falciparum AMA1 (3D7) - RON2 peptide interaction | AlphaScreen AMA1-biotinylated RON2 peptide binding | Potency, µM (highest dose often 58.2 µM), inactives show at the highest dose activity change, negative = inhibition, usual class: inhibitors | hit rate 0.2% among 360,000 | AID 720542, 2013;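 also: potency is read from the fitted curve at half-maximal effect; 0% = vehicle wells and -100% = peptide control; nearly all actives have a fitted effect of over 45% in size; some results filed as inactive show a strong effect at the top dose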
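AMA1 (3D7) with his tag at 25 nM final met compounds first, then biotinylated RON2 peptide at 25 nM; detection used donor plus acceptor beads, 10 µg/mL apiece, read by AlphaScreen after 30 min at room temperature.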
Sm TGR inh – qHTS Assay for the Inhibitors of Schistosoma Mansoni Peroxiredoxins; Potency, µM (titrated, usually from 114 µM), without a hit: at the top dose activity change, negative = inhibition, usual class: inhibitors; Schistosoma mansoni thioredoxin glutathione reductase (TGR), Q962Y6; hit rate 3% among 360,000; purified TGR, DTNB reduction, TNB absorbance 405 nm; also: potency is read from the fitted curve at half-maximal effect; nearly all actives have a fitted effect of over 60% in size
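First, TGR (20 nM dispensed) and NADPH were mixed with compound. Second, a 15 min room-temperature incubation followed. Third, further NADPH and then DTNB were added to start the reaction. Finally, TNB absorbance was monitored kinetically.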
AmpC inh detg – qHTS Inhibitors of AmpC Beta-Lactamase (assay with detergent); AmpC hydrolysis of nitrocefin, absorbance 480 nm, 0.01% Triton; Potency, µM (titrated, usually from 114 µM), for the others: top-dose activity change, negative = inhibition, actives largely listed as inhibitors; hit rate 0.041% among 370,000; AID 485294, 2010;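 also: potency is read from the fitted curve at half-maximal effect; 0% = no-compound wells and -100% = no-enzyme wells; nearly all actives have a fitted effect of over 25% in size; some results filed as inactive show a strong effect at the top dose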
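AmpC (5.3 nM in the dispensed reagent) in 20 mM phosphate pH 7.0 with 0.01% (detergent screen) or 0.0001% Triton X-100 was preincubated with compounds for 15 min at room temperature. Nitrocefin was then added from an 800 uM solution, and hydrolysis was followed at 480 nm.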
Tb PYK inh – qHTS of Trypanosoma Brucei Inhibitors; TbPYK enzyme, Kinase-Glo Plus ATP luminescence, 45 min; Potency, µM (series often up to 76.8 µM), for inactives: at the highest dose activity, negative = inhibition, actives largely listed as inhibitors; hit rate 0.12% among 410,000; AID 624173, 2012; also: potency is read from the fitted curve at half-maximal effect; nearly all actives have a fitted effect of over 50% in size
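In this concentration-response screen, enzyme-free wells defined baseline while DMSO plates tracked drift. Each reaction combined TbPYK, substrate, compound and 130 uM ADP for 45 min at room temperature. Kinase-Glo Plus luminescence gave the signal.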
HCMV inh – qHTS Assay for inhibitors of the human cytomegalovirus (HCMV); activity change, negative = inhibition, % at 57.5 µM; hit rate 4.5% among 410,000; AID 1259415, 2018; HFF cells, HCMV-luciferase reporter, 72 h; stronger effect = lower value; in the data active = activity change below about -60%; inconclusive = no clear call, values can overlap the other calls; inactive = above about -39%
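Inhibition of viral replication was scored as loss of reporter luminescence in HFFs infected with HCMV-luciferase (MOI 1 PFU/cell) for 72 h; compounds tested at 2 doses, normalized to buffer and Salinomycin controls.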
* hit, by the source's call; ? = inconclusive; / = not tested or not shown; [ ] = another dose, or the depositor's remark. Unless noted, calls follow the shape of the dose curve; as a rule, active = well fitted curve in the direction sought with a large enough effect; inconclusive = small, poorly fitted or top-dose-only effect, or another doubt; inactive = no such curve, though single readings can be large; an effect the other way counts as inactive or inconclusive. Unless noted, % is scaled to controls: 0 for no effect and ±100 for the full control effect.

SMILES | LmPK inhibitor | AmpC no deterg | AMA1-RON2 inh | Sm TGR inh | AmpC inh detg | Tb PYK inh | HCMV inh
CC(C)/C=C(/C(=O)c1ccc(Cl)cc1Cl)n1cncn1 | 0.3% | 1.0% | -0.7% | 35.5µM* | -3.5% | 2.0% | -10.2
Cc1ccc(OCCCNCCO)c(Br)c1 | 2.5% | 16.2% | 15.7% | ? | -14.3% | -4.2% | ?
O=c1c(C(c2ccc(Br)cc2)c2c(O)nc3n(c2=O)CCCS3)c(O)nc2n1CCCS2 | 3.5% | -16.3% | -4.9% | 2µM* | 5.7% | -1.9% | -10.1
O=C(Nc1c(C(=O)c2ccccc2)oc2ccccc12)c1cc(-c2ccccc2O)n[nH]1 | -2.1% | -36.6% | 22.6%[2.32 µM] | 0.6% | 0.5% | -0.8% | 1.8
O=c1cc(C(F)(F)F)c2sc(N3CCCCC3)nc2[nH]1 | 0.7% | -15.6% | 6.0% | -3.9% | -0.3% | -6.2% | 2.9
CCOc1ccc(C2CC(c3cccc(OC)c3)Nc3nc(N)nn32)cc1 (stereo unspecified) | 6.8% | / | 0.1% | 3.5% | ? | -5.3% | -17.2
COCCNc1cc(N2CCN(C3CCCCC3)CC2)c2noc3c2c1C(=O)c1ccccc1-3 | / | / | / | -1.0% | 13.9% | 1.1% | 6.0
FC(F)Oc1ccc(NC(=S)NCCc2ccccn2)cc1 | -1.2% | -21.2% | 11.4% | -0.4% | -2.0% | 0.6% | -39.3
c1ccc(COc2ncnc3c2ncn3CCCNC2CCN(Cc3ccccc3)CC2)cc1 | / | / | -3.1% | / | / | 10.1% | -85.8*
CCc1nn(CC(=O)N2CCCCC2)c(=O)c2cc3sccc3n12 | / | / | / | -1.3% | 1.1% | -8.6% | ?
O=C(CN1C(=O)NC2(CCc3ccccc32)C1=O)c1ccc(F)cc1 (stereo unspecified) | / | -25.2% | -15.7% | 1.8% | ? | -6.7% | -4.0
CCCc1[nH]n(-c2ccc([N+](=O)[O-])cc2)c(=O)c1C(C)=NCc1ccncc1 | -0.2% | -46.3% | 4.1% | -8.6% | 8.2% | -0.2% | ?
CCCCOc1ccc(C(=O)N2CCN(c3ccc(N4CCOCC4)nn3)CC2)cc1 | / | 162.6%[activator] | -6.9% | 7.3% | ? | -8.0% | -27.0
Cc1ccc(C)c(N2C(=O)N(Cc3ccccc3C)c3ccccc3S2(=O)=O)c1 | / | / | / | 0.4% | 3.4% | -3.9% | -31.9
CCOc1ccc(S(=O)(=O)N(C(=O)c2ccncc2)c2ccc3oc(C)c(C(=O)OC)c3c2)cc1 | / | / | / | 1.1% | -9.6% | -0.6% | -78.7*
CCOC(=O)C1CCN(C(=O)CSc2c3c(nc4ccc(Cl)cc24)CCCC3)CC1 | / | / | / | -4.4% | 1.9% | 8.0% | 92.3
C/C(=N\NC(=S)NC(C)C)c1cccc([N+](=O)[O-])c1 | 4.9% | -12.7% | 31.6%[activator] | ? | -10.3% | 3.9% | 17.6
COc1ccc(Cl)cc1S(=O)(=O)NC1CC(C)(C)NC(C)(C)C1 | 0.2% | -20.6% | -11.6% | -21.0% | 1.2% | -3.9% | -38.0
O=C(NCCC1CCCCN1S(=O)(=O)c1ccc(F)cc1)C(=O)NCc1ccncc1 (stereo unspecified) | / | 9.7% | -12.6% | -3.4% | -11.2% | -0.2% | -13.0
C[C@]12c3[nH]c4ccccc4c3CCN1C(=O)C(CC(=O)NCc1cccc(C(F)(F)F)c1)C[C@@H]2C(=O)N1CCCCC1 (stereo partly specified) | / | 232.4%[activator] | ? | / | / | 5.4% | -18.8
CC1(C)OC(C(N)=O)C(C(N)=O)O1 (stereo unspecified) | -4.0% | -2.1% | 2.0% | -1.5% | -7.0% | -0.5% | 45.8
Cc1cccn2c(=O)c(/C=N/O)c(N3CCOCC3)nc12 | 4.7% | -10.3% | 5.8% | ? | -0.5% | 3.2% | -14.0
CC1CC(C)CN(C(=O)CSc2nc(N)cc(=O)[nH]2)C1 (stereo unspecified) | 3.3% | -20.4% | -2.0% | -0.4% | ? | 8.2% | -7.9
CCN(CC)c1ccc2cc(C#N)c(=O)oc2c1 | 3.2% | -12.2% | 14.8% | 13.0% | 0.8% | 2.0% | -22.5
COc1cccc(C(=O)NCc2ccccc2OC)c1 | 1.9% | -11.2% | 4.2% | -33.3% | -8.0% | 7.2% | 9.3
SMILES | LmPK inhibitor | AmpC no deterg | AMA1-RON2 inh | Sm TGR inh | AmpC inh detg | Tb PYK inh | HCMV inh
COc1cc(C2Nc3cc(C)c(C)cc3NC3=C2C(=O)CC(C)(C)C3)ccc1OC(C)=O (stereo unspecified) | 6.6% | 52.6% | 3.4% | -12.8% | 2.0% | 3.9% | 33.4
Cc1ccccc1C(=O)c1c[nH]c(C(=O)N2CCN(c3ccccc3F)CC2)c1 | 5.9% | -2.2% | 1.8% | 0.6% | -14.2% | 1.0% | -37.8
Cc1ccc(-n2cc(CCCCCCCCC(=O)O)nn2)cc1 | -0.6% | -44.1% | -0.2% | 0.9% | ? | 2.2% | -27.0
CC(CN1CCOCC1)OC(=O)c1cccc(Cl)c1 (stereo unspecified) | -5.5% | 1.4% | 13.0% | -0.7% | 3.7% | 6.7% | 2.7
C=C1C(=O)O[C@@H]2[C@H]1CC[C@H](C)[C@]1(O)CCC(=O)[C@@]21C | 3.0% | -7.4% | -6.7% | ? | 5.3% | 4.8% | -67.5*
CCOCCCNC(=O)C1(O)c2cc(Br)ccc2NC(=O)N1c1ccc(CC)cc1 (stereo unspecified) | -0.9% | -11.7% | -3.3% | 1.3% | -1.3% | -5.1% | -16.2
Cc1ccc2c(c1)C1CN(C)CCC1N2C(=O)c1ccco1 (stereo unspecified) | 1.2% | -8.0% | 0.0% | -6.1% | -7.7% | ? | -11.6
CCOC(=O)c1cccc(NC(=O)c2cc(S(=O)(=O)N3CCCCCC3)cn2C)c1 | / | / | / | -1.4% | 4.3% | -1.0% | -17.5
Cc1ccc(-c2cc3ncc(C(=O)c4cc(Cl)c(C)cc4O)cn3n2)cc1 | / | / | / | 4.9% | 1.1% | 8.0% | 6.2
CC(C)(C)N(Cc1ccccc1)C(=O)COC(=O)C1CC1 | / | -12.5% | -9.1% | / | / | -4.3% | -21.8
COCc1cc(C)nc2sc3c(=O)n(-c4cccc5ccccc45)nnc3c12 | 4.5% | -9.9% | -1.3% | -24.2% | 3.8% | 4.6% | 18.7
COc1cccc(C2CCCCN2Cc2nc(-c3ccc(C)o3)oc2C)c1 (stereo unspecified) | 5.8% | 1.1% | -14.7% | -4.8% | 0.2% | 0.6% | -26.5
CCOC(=O)c1cc(-c2ccccc2)n(CC(=O)N2CCCC2)c1C | -5.7% | 54.9% | -14.4% | -0.1% | -4.0% | 1.6% | 0.3
CSc1ccc(CN(C)CC(=O)NCc2ccc(F)cc2)cc1 | -2.0% | 36.5% | -23.6% | -0.1% | -7.7% | -1.7% | 10.1
CSc1ccccc1-c1cnc2cccnn12 | / | / | 5.7% | / | / | 1.6% | 23.5
Cc1ccc(-c2nnc3ccccc3c2C(=O)Nc2cccc(C(F)(F)F)c2)cc1 | / | / | / | -0.3% | -10.5% | -7.4%[15.4 µM] | 0.0
CC1CCCCN1Cc1nc2c(c(=O)n(C)c(=O)n2C)n1CCCc1ccccc1 (stereo unspecified) | / | / | 17.8% | / | / | -5.9% | 2.2
COC(=O)c1ccccc1NC(=O)Nc1nnc(N2CCCCC2C)s1 (stereo unspecified) | 0.1% | -46.1% | 3.3% | -11.9% | ? | 2.2% | /
CC1C(c2ccccc2)=[N+]([O-])C2(CCCC2)N1O (stereo unspecified) | -1.5% | -7.9% | -2.0% | 12.2% | -2.1% | -8.4% | 21.7
COc1ccc(-n2c(SCC(=O)Nc3cc(C(=O)O)ccc3C)nc3ccccc3c2=O)cc1Cl | 4.2% | -33.4% | 9.4% | 0.6% | 4.7% | 2.3% | 0.0
O=C(Nc1cccnc1)Nc1ccc(Br)cc1Cl | -2.0% | -41.0% | 8.5% | -0.1% | -13.6% | -7.1% | 3.5
C=CCn1c(-c2cccn(Cc3cccc(Cl)c3)c2=O)n[nH]c1=S | -0.7% | -23.3% | 44.2%[activator] | 10.9% | ? | 8.91µM* | -22.5
O=C(CSc1nc2ccccc2c(=O)n1-c1ccccc1)c1cccc([N+](=O)[O-])c1 | / | / | 11.2% | / | / | 0.3% | 0.0
COc1ccccc1C(=O)NCCNC(=O)c1ccc(C)nc1 | -1.4% | -6.8% | -0.2% | -2.4% | -1.9% | 4.3% | -31.7
CC1(C(=O)NS(=O)(=O)c2cccc(C#N)c2)CCN1C(=O)CC1CCCC1 (stereo unspecified) | / | / | 2.2% | / | / | 0.3% | -31.5

7 compounds picked at random from the list so far, as already listed:
SMILES | LmPK inhibitor | AmpC no deterg | AMA1-RON2 inh | Sm TGR inh | AmpC inh detg | Tb PYK inh | HCMV inh
COc1ccccc1C(=O)NCCNC(=O)c1ccc(C)nc1 | -1.4% | -6.8% | -0.2% | -2.4% | -1.9% | 4.3% | -31.7
CC(C)(C)N(Cc1ccccc1)C(=O)COC(=O)C1CC1 | / | -12.5% | -9.1% | / | / | -4.3% | -21.8
O=C(Nc1cccnc1)Nc1ccc(Br)cc1Cl | -2.0% | -41.0% | 8.5% | -0.1% | -13.6% | -7.1% | 3.5
CCOC(=O)c1cccc(NC(=O)c2cc(S(=O)(=O)N3CCCCCC3)cn2C)c1 | / | / | / | -1.4% | 4.3% | -1.0% | -17.5
CC1(C(=O)NS(=O)(=O)c2cccc(C#N)c2)CCN1C(=O)CC1CCCC1 (stereo unspecified) | / | / | 2.2% | / | / | 0.3% | -31.5
Cc1ccc(-n2cc(CCCCCCCCC(=O)O)nn2)cc1 | -0.6% | -44.1% | -0.2% | 0.9% | ? | 2.2% | -27.0
CCOC(=O)c1cc(-c2ccccc2)n(CC(=O)N2CCCC2)c1C | -5.7% | 54.9% | -14.4% | -0.1% | -4.0% | 1.6% | 0.3
